# Statin myotox sup – suppressors of statin myotoxicity in C2C12 myotubes, primary screen, cell-based, single point, plate reader | C2C12 myotubes + simvastatin, ATP luminescence, 48 h; scaled: DMSO 0, geranylgeraniol control 100 | rescue of ATP level, % at 7.49 µM | hit rate 0.78% among 330,000 | AID 602340, 2012;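 active = mean ATP rescue above about 67%, or every replicate alone reaching that limit, limit read from the data, passing the limit was not always enough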;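 note: myotubes were challenged with 10 µM simvastatin during compound exposure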
# S100A4 inh HTS – inhibitors of S100A4-myosin IIA peptide binding, primary screen, biochemical, fluorescence polarization, TAMRA-MyoIIA peptide; inhibition, % at 10.7 µM; hit rate 0.14% among 360,000; AID 652163, 2013;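 active = mean inhibition of at least 70% across replicates, with every replicate also reaching that level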
# Target sequence (P26447 whole entry, looked up): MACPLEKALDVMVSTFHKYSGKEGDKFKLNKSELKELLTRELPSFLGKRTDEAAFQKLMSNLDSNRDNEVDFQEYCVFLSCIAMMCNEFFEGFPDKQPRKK
#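 Compound dosing: one dose per compound; test system: human S100A4 monomer with TAMRA-labelled myosin IIA peptide; probe or stimulus: TAMRA-labelled myosin IIA heavy-chain peptide probe, 5 nM; medium: HEPES buffer with Ca2+, pH 7.2; schedule: 5 min incubation before reading; benchmarks: neutral control DMSO, positive control TFP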
# XiGFP reactiv – activators of inactive X chromosome reactivation, primary screen, imaging, XiGFP fibroblasts, GFP high-content imaging, set 2. XiGFP mouse fibroblasts, % GFP-positive cells imaging, 3 d; cells co-treated with 5-aza-dC sensitizer; scaled so ellipticine positive control = 100%. activation, % at 7.58 µM. hit rate 0.055% among 360,000. AID 743238, 2013;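 active = mean normalized replicate activation at least 10% and every replicate at or above 10%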;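 note: 0% = median of on-plate neutral control wells and 100% = ellipticine 6 µM median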
#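 Material: SV40-immortalized XiGFP fibroblast cells, line 68-5-11 | Buffer or medium: DMEM containing 5-aza-dC | Dosing: One concentration, pinned | Times: 3 d treatment, 15 min room-temperature fixation | Controls: Ellipticine 6 µM positive control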
# SIRT5 block – SIRT5 desuccinylase inhibitors, primary screen, biochemical, fluorescence imaging, single point, set 5; NAD-dependent protein deacylase sirtuin-5, mitochondrial (Homo sapiens), Q9NXA8; Purified SirT5, succinyl-peptide AMC, trypsin-coupled fluorescence; inhibition, % at 15 µM; hit rate 1.1% among 330,000; AID 652115, 2013; in the data active = inhibition above about 15%
# Target sequence (Q9NXA8 whole entry, looked up): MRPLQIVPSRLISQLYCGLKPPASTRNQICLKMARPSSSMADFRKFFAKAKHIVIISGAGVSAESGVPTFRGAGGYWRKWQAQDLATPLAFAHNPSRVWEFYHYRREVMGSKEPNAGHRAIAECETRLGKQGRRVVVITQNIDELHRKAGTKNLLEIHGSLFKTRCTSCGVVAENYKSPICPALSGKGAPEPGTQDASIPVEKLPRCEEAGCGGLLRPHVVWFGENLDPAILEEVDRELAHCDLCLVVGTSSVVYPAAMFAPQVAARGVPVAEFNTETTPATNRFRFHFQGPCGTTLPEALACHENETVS
# Cneo AK release – Cryptococcus neoformans cell lysis inducers, primary screen, AK release luminescence, single concentration. hit rate 0.2% among 360,000. C. neoformans lysis, adenylate kinase release luminescence, 4 h; normalised: neutral wells 0, clomiphene wells 100. lysis activity, % at 15 µM;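 active = mean lysis activity across replicates of at least 80%, whatever share of replicates individually reach that level; inactive = mean lysis activity below 80%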
#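 Material – Cryptococcus neoformans yeast cells · Quantity – 5 × 10^6 yeast cells/mL · Buffer or medium – YPD medium · Compound – single dose · Timing – 4 h static compound exposure, 37 °C, read 1 h post-reagent · Signal – adenylate kinase release luminescence · Read-out basis – lysis from increased AK signal · Benchmarks – Clomiphene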
# ERAP1 HTS inh – human ERAP1 aminopeptidase inhibitors, primary screen, biochemical, single point, plate reader; Endoplasmic reticulum aminopeptidase 1 (Homo sapiens), Q9NZ08; recombinant ERAP1, Leu-AMC fluorescence, 60 min; inhibition, % at 10.7 µM; hit rate 0.15% among 340,000; AID 652197, 2013;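 active = mean replicate inhibition of at least 30%, or all replicates individually reaching that 30% level; inactive = mean below 30% and not every replicate reaching it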;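 note: 0% = neutral control wells and 100% = L-leucinethiol positive control wells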
# PGC1a acetyl inh – inhibitors of PGC1a acetylation signal, primary screen, cell-based, U2OS, AlphaScreen, inhibitor mode | inhibition, % at 15.6 µM | AlphaScreen anti-acetyl-lysine; with virally co-expressed GCN5 acetyltransferase | hit rate 0.17% among 350,000;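 active = every replicate shows inhibition of at least 40%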;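 note: 0% = neutral control wells and 100% = positive control wells; some results beyond the cut were filed as inactive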
# LGR2 antag – inhibitors of bursicon-induced LGR2 CRE-luciferase signal, primary screen, cell-based, HEK293, CRE-luciferase reporter, bursicon stimulation; Drosophila bursicon receptor LGR2 (rickets); bursicon-stimulated, 4 h; inhibition, % at 9.99 µM; hit rate 0.35% among 380,000;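 active = drop in luminescence signal, shown as inhibition above about 50% in the replicate tests, limit read from the data, passing the limit was not always enough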;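 note: agonist challenge used bursicon conditioned medium at about half maximal strength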
# Numbers without * were called inactive; nt = no result given. An excerpt, so the mix of outcomes need not match the whole.
SMILES,S100A4 inh HTS,LGR2 antag,PGC1a acetyl inh,XiGFP reactiv,ERAP1 HTS inh,Statin myotox sup,SIRT5 block,Cneo AK release
COc1ccc(C(=O)NC(=S)N2CCNC(=O)C2)cc1Br,1,2,-3,0.3,2,25,-15,20
COc1ccc(N2C(=O)C(CN3CCN(C)CC3)C2c2ccccc2)cc1 (configuration not stated),-2,nt,-4,0.0,-5,nt,-4,nt
COc1ccc(Nc2nc(N)c3ccccc3n2)c(OC)c1,-1,-57,0,0.0,-7,-19,-3,-6
CC(=O)c1ccc(N2CCN(C(=O)c3ccc(-c4ccccc4)cc3)CC2)cc1,0,7,nt,0.0,-5,-1,4,0
CN1C(=O)c2cc(NS(=O)(=O)c3ccccc3Cl)ccc2OC[C@@H]2O[C@@H](CC(=O)O)CC[C@H]21,-16,-13,-3,-0.1,3,-1,-2,1
NS(=O)(=O)c1ccc(CCNC(=O)CSc2cccs2)cc1,-4,11,6,0.5,0,11,1,0
Cc1nnc(SC(C)C(=O)c2c[nH]c3ccccc23)n1C1CC1 (configuration not stated),2,0,7,0.4,2,-3,nt,4
CCCNC(=O)Nc1ccc2c(c1)OC[C@H](C)N(C)C[C@H](C)[C@H](OC)CN(C)C2=O,9,-7,nt,0.3,-1,-23,-2,10
CC1Cc2ccccc2N1C(=S)NC(=O)c1ccco1 (configuration not stated),5,11,-2,0.0,2,nt,1,nt
C[C@@H]1CN([C@@H](C)CO)C(=O)c2cc(NC(=O)Nc3cccc4ccccc34)ccc2O[C@H]1CN(C)S(=O)(=O)c1ccc(Cl)cc1,6,7,1,-0.1,-3,16,1,2
Fc1ccc2cc(CCO[C@H]3CCCCO3)ncc2c1,-3,-45,-1,-0.3,-3,-5,7,-1
COC(=O)C[C@H]1C=C[C@H](NS(=O)(=O)c2ccc(OC)cc2)[C@@H](CO)O1,0,-2,10,0.4,1,-3,-2,16
CCNC(=O)NCc1c(C)c(C)n(Cc2ccccc2)c1-n1cccc1,4,-5,-27,-0.1,-3,26,-1,-1
O=C(Nn1cnnc1)c1ccc(F)cc1,0,-5,-2,0.0,-3,-1,-2,0
O=C(C1CCC1)N1CC2(C1)[C@H](c1ccccc1)[C@H](CO)N2Cc1cncnc1,-2,3,4,0.0,-2,nt,4,nt
CC(C)C(=O)Nc1c2c(nn1-c1ccc(F)cc1)CS(=O)(=O)C2,-4,-6,11,0.0,3,-2,-2,0
CC(=O)N1CC(=O)N2[C@@H](CO)[C@H](c3ccc(C#CC(C)C)cc3)[C@@H]2C1,28,-2,9,0.1,-3,nt,3,nt
CN(C)S(=O)(=O)c1cccc(NC(=O)Cn2cnc3ccccc3c2=O)c1,-14,-2,1,nt,2,-3,-1,2
CCN=C1S/C(=C\c2cc(Cl)c(OC)c(OC)c2)C(=O)N1CC,-2,-20,7,0.0,1,-2,5,-1
Cc1ccc(C(OCC(O)CNC(C)c2ccccc2)c2ccccc2)cc1 (configuration not stated),12,27,30,0.3,-6,nt,-3,nt
O=[N+]([O-])c1ccc(N/N=C2\CC3CC=CC23)cc1 (configuration not stated),-1,-58,nt,0.0,3,nt,-3,nt
C[C@H](CO)N1C[C@H](C)[C@@H](CN(C)C(=O)Nc2ccc(C(F)(F)F)cc2)Oc2ccc(NS(C)(=O)=O)cc2C1=O,4,nt,8,0.3,5,1,-1,-5
Oc1ccc(-c2csc(Nc3cccnc3)n2)cc1,nt,-34,-30,nt,nt,6,nt,-7
Cc1ccc(NC(=O)c2ccc(NC(=O)c3ccccc3)cc2)cc1C,3,12,-7,0.1,-1,-19,1,0
Cc1cc(C)cc(CC2CC(=O)N(c3cc(C)ccc3C)C2=O)c1 (configuration not stated),-2,3,nt,0.0,-3,6,-5,0
COc1ccc2[nH]cc(CCNC(=S)NC3CCCC3)c2c1,-17,8,14,0.0,-2,nt,-1,nt
O=C(c1ccc(F)cc1)N1CC(=O)N2[C@@H](CO)[C@@H](c3ccc(-c4cccnc4)cc3)[C@@H]2C1,1,-4,-1,0.0,2,nt,-5,nt
CCOc1ccc(NS(=O)(=O)c2ccc(C(=O)NNC(=O)c3ccccc3O)cc2)cc1,13,-20,nt,0.2,4,-2,0,nt
COc1cc(OC)nc(/N=C/NO)n1,4,6,4,0.0,nt,nt,1,2
O=C(CSc1nnnn1-c1ccccc1)NC(=O)NCc1ccco1,nt,1,-5,nt,nt,95*,nt,-1
COc1ccc(CCNC(=O)CSc2n[nH]c(N)n2)cc1,-5,-14,nt,-0.1,-5,49,-1,6
COc1ccc(CN2[C@H](CO)[C@H]3c4ccccc4N(C(=O)Nc4ccccc4)C[C@H]32)cc1,6,3,3,0.0,4,-8,1,-1
Nc1ccc(Cl)c(NC(=O)c2cccs2)c1,-4,-14,nt,nt,2,-1,0,0
CCN(CC(=O)Nc1ccc(NC(C)=O)cc1)C(=O)c1ccc2c(c1)OCO2,-3,6,18,0.0,-3,-7,1,-1
COC(=O)[C@@]12C[C@@H](CC(=O)NCc3ccccc3)C(=O)N(Cc3ccc4c(c3)OCO4)C1=CCC(C)(C)C2,-6,10,nt,-0.1,-2,nt,-4,nt
COc1ccc(C(=O)N/C(=C\c2ccc3c(c2)OCO3)C(=O)N2CCOCC2)cc1,-2,14,nt,-0.1,1,11,6,3
CC(C)(C)Nc1nc(Cl)nc(NC2CCCCC2)n1,-1,-37,nt,0.0,-3,9,-1,-2
COc1ccc(C)cc1S(=O)(=O)N1CCCC(N2CCOCC2)C1 (configuration not stated),-7,5,-9,0.0,1,-7,-1,-1
COc1ccc(C(=O)Nc2cc(S(=O)(=O)N3CCCCC3)ccc2OC)cc1,-1,-5,nt,0.7,-8,0,0,-1
O=[N+]([O-])c1ccccc1S(=O)(=O)Nc1cccc2cccnc12,0,16,nt,1.6,0,nt,1,nt
Cc1cc2cc3c(=O)[nH]c(=O)cc-3n(CC(O)C(O)C(O)CO)c2cc1C (configuration not stated),11,0,-6,0.1,0,9,-2,-1
CC(C)(O)C#Cc1ccc(C(=O)N2CCCC(CCC(=O)NCc3ccccc3F)C2)cc1 (configuration not stated),-2,-4,6,0.0,1,-3,-1,0
COc1ccc(S(=O)(=O)Nc2ccc(-n3cnnn3)cc2)cc1[N+](=O)[O-],-2,-20,0,0.0,-5,-12,-1,-1
Cc1sc2ncnc(Nc3ccc(O)cc3)c2c1C,9,-4,0,-0.2,nt,-11,2,0
COc1cc(OC)cc(-c2noc([C@H]3C[C@H](O)[C@@H](CO)O3)n2)c1,0,16,0,0.0,1,-6,nt,-2

# The closing two entries of the section above open the next one.
SMILES,S100A4 inh HTS,LGR2 antag,PGC1a acetyl inh,XiGFP reactiv,ERAP1 HTS inh,Statin myotox sup,SIRT5 block,Cneo AK release
Cc1sc2ncnc(Nc3ccc(O)cc3)c2c1C,9,-4,0,-0.2,nt,-11,2,0
COc1cc(OC)cc(-c2noc([C@H]3C[C@H](O)[C@@H](CO)O3)n2)c1,0,16,0,0.0,1,-6,nt,-2
CC(C)NC(=O)N(C)C[C@@H]1OCCCC[C@@H](C)Oc2ccc(NC(=O)Cc3ccccc3)cc2C(=O)N([C@H](C)CO)C[C@@H]1C,0,8,23,0.0,0,nt,0,-2
CC(C)(C)c1ccccc1OCCCCCn1ccnc1,6,18,-24,-0.1,5,nt,-7,nt
CC(C)C[C@H]1CN=C(Nc2ccccc2)N1CCc1ccc(F)cc1,-3,-2,-3,0.2,-9,-57,nt,-1
C[C@@H]1CN([C@@H](C)CO)C(=O)Cc2cc(NC(=O)Nc3ccc4c(c3)OCO4)ccc2O[C@@H]1CN(C)C(=O)Nc1ccc(F)cc1,nt,5,-3,0.1,nt,8,nt,1
CC1(C)c2[nH]c3ccccc3c2C[C@@H]2C(=O)N(Cc3ccccc3)C(=O)N21,-1,-4,-9,0.1,2,nt,-1,-1
COc1ccc(/C=N/NC(=O)c2sccc2C)c2ccccc12,-9,nt,3,0.0,nt,nt,-3,nt
CCOC(=O)[C@]12CCC=C1N(Cc1ccccc1)C(=O)[C@H](CC(=O)N1CCOCC1)C2,19,-6,nt,0.2,nt,nt,-1,nt
CC1(C)Cc2ccccc2C2=C(C(=O)N3CCCCCC3)C(=O)C(=O)N21,-23,-15,nt,0.1,2,nt,-5,nt
COc1cc(C(O)c2nc(/C=C/c3ccccc3)cs2)ccc1F (configuration not stated),-1,-11,14,0.0,4,8,nt,-1
O=C(CN1C(=O)C2CC=CCC2C1=O)Nc1ccc(Br)cc1 (configuration not stated),3,10,-5,0.5,3,nt,3,0
CO[C@H](CN(C)C(=O)c1ccc2c(c1)OCO2)[C@H](C)CN([C@H](C)CO)S(=O)(=O)c1ccccc1,27,10,0,0.2,1,11,27*,4
COc1cc(CNC(=O)OCC(C)C)cc(OC)c1OC,1,26,nt,nt,2,3,-1,0
COc1ccc2nc(NC(=O)c3cccnc3SC)sc2c1,1,nt,nt,0.1,-4,-25,0,-7
CC1=NN(c2ccc(C(=O)O)cc2)C(=O)CC1,1,9,nt,0.0,7,-6,3,5
Cc1cc(Nc2ccccc2)n(-c2ccc(C(=O)O)cc2)n1,14,3,-1,-1.3,1,nt,0,nt
COc1cc(-c2nnc(SCC(=O)Nc3ccc(C(=O)O)cc3)o2)cc(OC)c1OC,-5,3,4,0.0,-1,-3,2,0
CCCNC(=O)N1[C@@H]2CN(C(=O)C3CCC3)c3ccccc3[C@@H]2[C@@H]1CO,3,-13,0,0.0,0,-25,3,-2
COC(=O)[C@H](Cc1ccccc1)NC(=O)Cn1cnc(C(=O)Nc2ccc(C)c(C)c2)n1,-2,-18,-1,0.0,nt,-2,0,-2
CC(C)C#Cc1ccc([C@@H]2[C@H](CO)N3CCCCN(C(=O)Nc4ccccc4)C[C@@H]23)cc1,-3,15,-4,0.3,6,nt,6,6
O=C(CSc1ccc2nnc(CCNC(=O)c3ccc(F)cc3)n2n1)NCC1CCCO1 (configuration not stated),0,-4,0,-0.1,1,-1,-1,0
CC1CCCCC1NS(=O)(=O)CCNC(=O)c1ccc2c(c1)OCO2 (configuration not stated),0,8,4,-0.1,-1,22,1,0
COc1ccc(NC(=O)Nc2ccc3c(c2)C(=O)N([C@H](C)CO)C[C@@H](C)[C@H](CN(C)S(=O)(=O)c2ccc(F)cc2)OCCCC[C@H](C)O3)cc1,7,1,-4,0.2,0,nt,9,3

# Screening data from PubChem BioAssay.
